p53 reactivator: mutant p53 re-activation in reporter cells | H1299 p53-A138V BP100-luciferase reporter, luminescence, 24 h | Potency, µM (series often up to 92.2 µM), for inactives: at the top dose activity change, positive = activation, hits mostly activators | 320,000 compounds, 0.063% hits; further: potency means the concentration at half of the fitted maximal effect; % of control where 0% means no effect; nearly all actives have a fitted effect of over 45% in size
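H1299 (p53-null), stable ts p53-A138V + BP100-Luc; 1000 cells/well, Opti-MEM/10% FBS; cpd 4 pt, 1:5; 24 h, 37 deg C, 5% CO2; detection reagent 10 min RT; luminescence.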
A-T KAP1 phos: potential ataxia-telangiectasia treatment; AID 485349; 320,000 compounds, 0.19% hits; […] A-T fibroblasts, KAP-1 phosphorylation AlphaLISA; neocarzinostatin DNA damage 30 min before lysis; Potency, µM (highest dose often 57.5 µM), for inactives: at the top dose activation, actives largely listed as activators; further: potency means the concentration at half of the fitted maximal effect; % of control where 0% means no effect; nearly all actives have a fitted effect of over 45% in size
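hTERT-immortalized A-T patient fibroblasts ([…]), 500 cells/well in OPTI-MEM, 1% FBS, got compounds for 60 min, then NCS for 30 min at 37C. Lysates were then assayed for phospho-KAP-1 by AlphaLISA (anti-pKAP1 donor, anti-KAP1 acceptor beads), 6 hr at 25C.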
B2AR arrestin: agonists driving beta-arrestin recruitment to human beta2-adrenergic receptor; beta-arrestin recruitment to beta2AR, cell-based reporter; Potency, µM (doses to about 46.1 µM), for inactives: at the highest dose activation, actives largely listed as activators; 330,000 compounds, 0.02% hits;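 further: potency means the concentration at half of the fitted maximal effect; 0% = DMSO controls and full agonism = EC100 isoproterenol or metaproterenol; nearly all actives have a fitted effect of over 65% in size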
BRCA1 expr up: activators of BRCA1 expression; MCF7-BRCA1-FFLuc reporter, luminescence, 48 h; response scale: scaled: vehicle 0%, 10 µM genistein 100%; Potency, µM (doses to about 46.1 µM), without a hit: at the highest dose activation, hits mostly activators; 380,000 compounds, 1.1% hits; AID 624202; further: potency means the concentration at half of the fitted maximal effect; nearly all actives have a fitted effect of over 80% in size; some results filed as inactive show a strong effect at the top dose
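Cells: MCF7-BRCA1-FFLuc, 2000/well. Exposure: 48 h, 37 °C, 5% CO2. Read: luminescence, 15 min post-substrate. Controls: genistein 10 microM (maximal activation), DMSO (neutral).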
TRPV1 agonist: activates the human vanilloid receptor TRPV1; Q8NER1; TRPV1-expressing cells, Fluo-8 calcium influx, agonist mode; activation, % at 8.33 µM; 320,000 compounds, 0.19% hits; in the data active means activation above about 80%; inconclusive means between about 30% and that limit; further: 0% is about no effect
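TRPV1-expressing cells were cultured overnight at 35.5C and loaded with Fluo-8 calcium dye for 40 to 90 min at room temperature. After a 10 s baseline, compound was added and calcium influx was read kinetically for 3 min (ex 480/em 520 nm).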
TCR activator: activators of T cell receptors; 330,000 tested, under 10 active; Potency, µM (doses to about 9.22 µM), for the others: top-dose activation of IL-2 secretion, usual class: activators; AID 504894; primary human leukocytes, anti-CD3, IL-2 HTRF, 48 h; further: % of control where 0% means no effect
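Activity was scored as IL-2 release from primary human leukocytes given only a TCR signal (a-CD3 beads) plus compound for 48 hr. Detection used a two-antibody HTRF format read at 665nm.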
CXXC DNA block: blocks binding of human MLL CXXC domain to DNA | MLL-CXXC / FITC-HOXA9 DNA fluorescence polarization | Potency, µM (highest dose often 115 µM), without a hit: at the top dose activity change, negative = inhibition, most hits filed as inhibitors | AID 2662 | Q03164 | 290,000 compounds, 0.037% hits; active means well fitted inhibition curve with a large enough effect in the polarisation, with a control signal flat, not every such curve was filed as active; inconclusive means small, poorly fitted or top-dose-only effect, or effect the other way, or a change in a side signal; inactive means no such curve, though single readings can be large or run the other way; the % refers to the polarisation; further: potency means the concentration at half of the fitted maximal effect
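Fluorescence polarization: 7 uM MLL-CXXC (stock) preincubated 5 min with compounds, then 50 nM fluorescein-HOX-A9 DNA (stock) added; 30 min ambient. Buffer 50 mM Tris-HCl pH 7.5, 50 mM NaCl, 1 mM DTT, 0.05% BSA.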
a7 integrin act: activates integrin-mediated alleviation for muscular dystrophy; alpha7betagal myoblasts, beta-gal FDG fluorescence, 48 h; Potency, µM (titrated, usually from 38.3 µM), for the others: at the top dose activation, usual class: activators; 350,000 compounds, 0.064% hits;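 further: potency means the concentration at half of the fitted maximal effect; 100% = response of the positive control SU9516; nearly all actives have a fitted effect of over 60% in size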
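Alpha7betagal+/- myoblasts (passage 13) were plated 16-24 hr, then exposed to compounds (1:260 dilution of DMSO stock) for 48 hours at 37C. After MPER lysis, β-galactosidase reporter activity was read as FDG fluorescence (ex 480/em 540) after 30 minutes.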
ELG1 DNA repair: inhibitors of ELG1-dependent DNA repair in HEK293T cells; HEK293T ELG1-luciferase reporter, luminescence, 16 h; DNA damage induced by 5-fluorouridine; Potency, µM (series often up to 46.1 µM), for the others: at the top dose activity change, negative = inhibition, actives largely listed as inhibitors; 330,000 compounds, 2.3% hits; further: potency means the concentration at half of the fitted maximal effect; on the % scale 0 is the no-effect control and ±100 the full control effect; nearly all actives have a fitted effect of over 55% in size
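Overnight (16 hr) co-exposure of 2,000 cells/well to 5-fluorouridine and compound at 37 °C preceded detection. Luciferase was quantified via ONE-Glo luminescence; loss of signal denotes inhibition.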
TSG101-PTAP inh: blocks PTAP/TSG101 interaction to inhibit HIV-1 budding; 340,000 tested, under 10 active; AID 493005; Potency, µM (series often up to 115 µM), for inactives: top-dose activity change, negative = inhibition, actives largely listed as inhibitors; Fluorescence polarization, FITC-PTAP peptide / Tsg101 binding; active means well fitted inhibition curve with a large enough effect in the main read-out, with a control signal flat, not every such curve was filed as active; inconclusive means small, poorly fitted or top-dose-only effect, or effect the other way, or a change in a side signal; inactive means no such curve, though single readings can be large or run the other way; further: potency means the concentration at half of the fitted maximal effect; % of control where 0% means no effect
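Tsg101 binding domain (10 uM final) was mixed with compound and a FITC-labeled PTAP peptide (50 nM final) in HEPES pH 7.5 buffer with NaCl, Tween 20, EDTA and TCEP; fluorescence polarization was read after 20 min at r.t.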
The depositor's hits bear a star; [ ] = dose if it differs, or a comment. Unless noted, the call rests on the fitted dose curve; in most records, active means well fitted curve in the direction sought with a large enough effect; inconclusive means small, poorly fitted or top-dose-only effect, or another doubt; inactive means no such curve, though single readings can be large; an effect the other way counts as inactive or inconclusive.

Screening NC(=S)NNC(=O)[C@@H]1CCCC[C@@H]1C(=O)O returned p53 reactivator 7%, A-T KAP1 phos 2%, B2AR arrestin -1.4%, BRCA1 expr up 5%, TRPV1 agonist 3, TCR activator -1%[46.1 µM], CXXC DNA block -7%, a7 integrin act -4%, ELG1 DNA repair -6% and TSG101-PTAP inh -3%.
For CCOC(=O)c1nn(-c2ccccc2)c2nc(Nc3ccccc3)cc(=O)n12 the results were p53 reactivator -4%, A-T KAP1 phos -6%, B2AR arrestin 6.8%, BRCA1 expr up 0%, TRPV1 agonist 6, TCR activator 5%, CXXC DNA block -7%, a7 integrin act 3%, ELG1 DNA repair -21% and TSG101-PTAP inh -3%.
Screening Brc1cc(Cc2nnc(-c3ccccc3)o2)c(Br)s1 returned p53 reactivator 0%, A-T KAP1 phos 29%, B2AR arrestin -1.0%, BRCA1 expr up -22%, TRPV1 agonist 23, TCR activator -1%, CXXC DNA block -5%, a7 integrin act 10%, ELG1 DNA repair 0% and TSG101-PTAP inh -9%.
For COCCn1cnc2c(c1=O)c1nc3ccccc3nc1n2/N=C/c1ccco1 the results were p53 reactivator 4%, A-T KAP1 phos -1%, B2AR arrestin -0.5%, BRCA1 expr up 4%, TRPV1 agonist 0, TCR activator 3%, CXXC DNA block 3%, a7 integrin act -33%, ELG1 DNA repair -6% and TSG101-PTAP inh 1%.
`CSCCC1NC(=O)N(C(C)C(=O)Nc2cc(Cl)cc(Cl)c2)C1=O` (configuration not stated) gave p53 reactivator -7%, A-T KAP1 phos -3%, B2AR arrestin -0.4%, BRCA1 expr up -37%, TRPV1 agonist 0, TCR activator 0%, CXXC DNA block -5%, a7 integrin act -26%, ELG1 DNA repair 19% and TSG101-PTAP inh 0%.
Screening CC(=O)Nc1ccc(NC(=O)CCc2nc3sc4c(c3c(=O)[nH]2)CCCC4)cc1 returned p53 reactivator -1%, A-T KAP1 phos 2%, B2AR arrestin -0.1%, BRCA1 expr up -4%, TRPV1 agonist -2, TCR activator 2%, a7 integrin act 1%, ELG1 DNA repair 4% and TSG101-PTAP inh -1%.
For CC(=O)Nc1cccc(NC(=O)CSc2nccn2Cc2ccc(F)cc2)c1 the results were p53 reactivator -18%, A-T KAP1 phos 2%, B2AR arrestin -0.1%, BRCA1 expr up 5%, TRPV1 agonist 1, TCR activator 1%, CXXC DNA block -2%, a7 integrin act -30%, ELG1 DNA repair -9% and TSG101-PTAP inh -2%.
For S=C(Nc1ccc2cn[nH]c2c1)Nc1ccccc1Cl the results were p53 reactivator inconclusive, A-T KAP1 phos -9%, B2AR arrestin -0.6%, BRCA1 expr up inconclusive, TRPV1 agonist 0, TCR activator 1%[46.1 µM], CXXC DNA block 2%, a7 integrin act -29%, ELG1 DNA repair inconclusive and TSG101-PTAP inh -2%.
O=C(NC1CCCCC1)c1sc(=S)n2c1[nH]c(=O)c1ccccc12 was read as p53 reactivator 2%, A-T KAP1 phos -4%, B2AR arrestin -0.8%, BRCA1 expr up -56%, TRPV1 agonist 4, TCR activator -8%, CXXC DNA block -7%, a7 integrin act -18%, ELG1 DNA repair -19% and TSG101-PTAP inh -9%.
`CC(=O)Nc1ccc(S(=O)(=O)N2CCc3c(Cl)cccc3C2)cc1` gave p53 reactivator -2%, A-T KAP1 phos 2%, B2AR arrestin 0.1%, BRCA1 expr up -50%, TRPV1 agonist 4, TCR activator 3%, CXXC DNA block -4%, a7 integrin act 24%, ELG1 DNA repair -11% and TSG101-PTAP inh 1%.
COc1ccc(COCC(O)CN2CCC(C(N)=O)CC2)cc1OC (configuration not stated) was read as p53 reactivator 4%, A-T KAP1 phos -4%, B2AR arrestin -0.3%, BRCA1 expr up 6%, TRPV1 agonist -1, CXXC DNA block -3%, a7 integrin act 6%, ELG1 DNA repair 4% and TSG101-PTAP inh -7%.
`CC(C)(O)C#Cc1ccc(C(=O)N2CCCC(CCC(=O)NCc3ccccc3F)C2)cc1` (configuration not stated) gave p53 reactivator 18%, A-T KAP1 phos 2%, B2AR arrestin 0.4%, BRCA1 expr up 34%, TRPV1 agonist 1, TCR activator 5%, CXXC DNA block 17%, a7 integrin act inconclusive, ELG1 DNA repair inconclusive and TSG101-PTAP inh -7%.
Cc1ccc(Cn2c(=O)c3ccccc3n3nc(C)cc23)cc1 was read as p53 reactivator -2%, A-T KAP1 phos 5%, B2AR arrestin 0.2%, BRCA1 expr up -9%, TRPV1 agonist 1, TCR activator 3%, CXXC DNA block -16%, a7 integrin act inconclusive, ELG1 DNA repair -9% and TSG101-PTAP inh -3%.
COc1cc2cc(C(C)(C)O)oc(=O)c2cc1OC was read as p53 reactivator 10%, A-T KAP1 phos 0%, B2AR arrestin -1.0%, BRCA1 expr up -13%, TRPV1 agonist 1, TCR activator 6%, a7 integrin act 31% and ELG1 DNA repair 21%.
Screening C#CCOCCOCCOCCNc1nc(N2CCN(C(=O)[C@H]([C@@H](C)CC)n3cc(CCCCN)nn3)CC2)nc(N2CCN(C(=O)[C@H](CCCCN)n3cc(CCCC)nn3)CC2)n1 returned p53 reactivator -2%, A-T KAP1 phos 7%, B2AR arrestin -0.1%, BRCA1 expr up 5%, TRPV1 agonist -2, TCR activator 4%, a7 integrin act -25%, ELG1 DNA repair 17% and TSG101-PTAP inh -1%.
Cc1ccc(Nc2nc(N)nc(CSc3nnc(-c4ccncc4)o3)n2)cc1 was read as p53 reactivator inconclusive, A-T KAP1 phos 0%, B2AR arrestin 0.1%, BRCA1 expr up -35%, TRPV1 agonist 1, TCR activator -2%, CXXC DNA block 19%, a7 integrin act 8%, ELG1 DNA repair 8% and TSG101-PTAP inh -1%.
Cc1ccc(S(=O)(=O)N2[C@@H](c3cccc(Cl)c3)C(C(=O)O)=CC[C@H]2c2ccc3c(c2)OCO3)cc1 was read as p53 reactivator -5%, A-T KAP1 phos 4%, B2AR arrestin -0.1%, BRCA1 expr up 0%, TRPV1 agonist -3, TCR activator -10%, a7 integrin act -5%, ELG1 DNA repair 14% and TSG101-PTAP inh 0%.
Screening Cc1ccsc1C(=O)Nc1ccc(S(=O)(=O)N2CCOCC2)cc1 returned p53 reactivator -5%, A-T KAP1 phos -7%, B2AR arrestin -0.1%, BRCA1 expr up 26%, TRPV1 agonist 6, TCR activator 2%, a7 integrin act 2%, ELG1 DNA repair 0% and TSG101-PTAP inh -6%.
Screening CSc1nc(-c2ccco2)nn1C(=O)c1ccco1 returned p53 reactivator 5%, A-T KAP1 phos 12%, B2AR arrestin -0.3%, BRCA1 expr up 3%, TRPV1 agonist -2, TCR activator -8%[46.1 µM], CXXC DNA block 131%[activator], a7 integrin act 18%, ELG1 DNA repair 14% and TSG101-PTAP inh -2%.
`Cc1cc(C)c(NC(=O)COC(=O)C2CCCO2)c(C)c1` (configuration not stated) gave p53 reactivator -2%, A-T KAP1 phos 0%, B2AR arrestin -1.1%, BRCA1 expr up 9%, TCR activator 9%, a7 integrin act 0%, ELG1 DNA repair -3% and TSG101-PTAP inh 0%.
For O=C(NNS(=O)(=O)c1ccccc1)C1CC(c2cccnc2)=NO1 (configuration not stated) the results were p53 reactivator -2%, A-T KAP1 phos -1%, B2AR arrestin -0.1%, BRCA1 expr up -4%, TRPV1 agonist -2, TCR activator 2%, CXXC DNA block -3%, a7 integrin act -10%, ELG1 DNA repair -3% and TSG101-PTAP inh -1%.
Screening COC(=O)c1ccc(NC(=O)C2CCCN2S(=O)(=O)c2ccc(F)cc2)cc1 (configuration not stated) returned p53 reactivator -7%, B2AR arrestin 0.0%, BRCA1 expr up 1%, TRPV1 agonist -2, TCR activator 1%[46.1 µM], CXXC DNA block -5%, a7 integrin act -21%, ELG1 DNA repair -25% and TSG101-PTAP inh -3%.
For COc1cc(/C=C2\N=C3CCCCCN3C2=O)ccc1O the results were p53 reactivator inconclusive, A-T KAP1 phos -4%, B2AR arrestin -1.7%, BRCA1 expr up inconclusive, TRPV1 agonist -2, TCR activator 2%, CXXC DNA block 67%[activator], a7 integrin act 25%, ELG1 DNA repair inconclusive and TSG101-PTAP inh 37%[activator].
For COc1ccc(N2CCN(c3cnc4ccccc4n3)CC2)cc1 the results were p53 reactivator 0%, A-T KAP1 phos -4%, B2AR arrestin -0.1%, BRCA1 expr up inconclusive, TRPV1 agonist 0, TCR activator 8%, CXXC DNA block 6%, a7 integrin act 16%, ELG1 DNA repair inconclusive and TSG101-PTAP inh -9%.
Screening CCCCn1ccnc1C returned p53 reactivator 1%, A-T KAP1 phos -5%, B2AR arrestin -0.5%, BRCA1 expr up 0%, TRPV1 agonist 0, TCR activator -3%, CXXC DNA block inconclusive, a7 integrin act 2%, ELG1 DNA repair -1% and TSG101-PTAP inh 0%.
